Rab9 prom act: activators of Rab9 promoter; Huh7 Rab9 promoter-luciferase reporter, luminescence, 24 h; Potency, µM (series often up to 9.22 µM), for the others: top-dose activation, negative = inhibition, most hits filed as activators; hit rate 2.8% among 320,000; note: potency is the fitted concentration of half-maximal effect; % of control where 0% means no effect; nearly all actives have a fitted effect of over 60% in size
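Cells were plated at 1500 per well in reduced-serum medium with 10% FBS and left 2 h. Compound in DMSO was then added for 24 h at 37 °C. Reporter signal was read by luminescence after 10 min with luciferase detection reagent.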
Menin MLL FP TR: displaces Texas Red mutant MLL peptide from human menin. AID 1768. Menin + Texas Red MLL mutant peptide, fluorescence polarization. Potency, µM (titrated, usually from 61.6 µM), for the others: top-dose FP activity change, negative = inhibition, actives largely listed as inhibitors. hit rate 0.23% among 270,000; active = well fitted inhibition curve with a large enough effect in the polarisation, with a control signal flat, not every such curve was filed as active; inconclusive = small, poorly fitted or top-dose-only effect, or effect the other way, or a change in a side signal; inactive = no such curve, though single readings can be large or run the other way; the % refers to the polarisation; note: potency is the fitted concentration of half-maximal effect; % of control where 0% means no effect; many of its hits are not listed in these tables
Target sequence (O00255 whole entry, looked up): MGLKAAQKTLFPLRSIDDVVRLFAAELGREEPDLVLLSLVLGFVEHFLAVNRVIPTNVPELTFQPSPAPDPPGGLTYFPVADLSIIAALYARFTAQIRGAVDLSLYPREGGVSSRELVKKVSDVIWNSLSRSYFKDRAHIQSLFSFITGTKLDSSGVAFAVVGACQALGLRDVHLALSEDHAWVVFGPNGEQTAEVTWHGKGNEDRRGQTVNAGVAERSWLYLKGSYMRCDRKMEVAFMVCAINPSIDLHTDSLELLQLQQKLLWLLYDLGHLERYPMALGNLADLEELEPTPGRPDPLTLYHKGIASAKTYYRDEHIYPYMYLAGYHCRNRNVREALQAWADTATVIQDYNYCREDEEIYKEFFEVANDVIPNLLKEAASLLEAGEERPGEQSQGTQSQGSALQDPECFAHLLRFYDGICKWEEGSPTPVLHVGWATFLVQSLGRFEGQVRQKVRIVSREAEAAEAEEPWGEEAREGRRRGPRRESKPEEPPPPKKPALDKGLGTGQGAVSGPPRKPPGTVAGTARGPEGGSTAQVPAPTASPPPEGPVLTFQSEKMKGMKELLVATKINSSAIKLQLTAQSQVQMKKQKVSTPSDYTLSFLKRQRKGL
KCNH2 3.1 block: KCNH2 3.1 (human) potassium channel inhibition; U2OS KCNH2 3.1, thallium flux FluxOr; hits give low values; activity change, % (tested at about 1.8 µM); hit rate 0.95% among 340,000;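 active = maximum activity change below -70%; inconclusive = maximum activity change from -70% to -50%; inactive = maximum activity change above -50%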;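 note: thallium influx rate constant from kinetic fluorescence after stimulation buffer; % is set by controls: 0 for no effect and ±100 for the full control effect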
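Normalized rate constant (relative to positive and negative DMSO controls) derived from a 2 min kinetic fluorescence read after stimulation; U2OS cells expressing the 3.1 isoform via virus at 1.77 x 10^8 /mL.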
VP16 counter: inhibits Gal4-VP16 luciferase reporter, ROR gamma counter-screen; Drosophila S2 Gal4-VP16 UAS-luciferase, luminescence, 20 h; hit rate 3.5% among 310,000; Potency, µM (series often up to 53.6 µM), for the others: at the highest dose activity, negative = inhibition, actives largely listed as inhibitors;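 note: Gal4-VP16 expression switched on by copper sulfate through the metallothionein promoter; potency is the fitted concentration of half-maximal effect; % is set by controls: 0 for no effect and ±100 for the full control effect; nearly all actives have a fitted effect of over 50% in size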
ELG1 repair inh: ELG1-dependent DNA repair inhibition | HEK293T ELG1-luciferase reporter, luminescence, 16 h; DNA damage induced by 5-fluorouridine | Potency, µM (titrated, usually from 46.1 µM), inactives show at the top dose activity change, negative = inhibition, hits mostly inhibitors | hit rate 2.3% among 330,000 | AID 504467; note: potency is the fitted concentration of half-maximal effect; % is set by controls: 0 for no effect and ±100 for the full control effect; nearly all actives have a fitted effect of over 55% in size
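Cells (2,000 per well) received 5-fluorouridine plus test compound or DMSO and were incubated 16 hr at 37 °C, 5% CO2. Luciferase activity was read by luminescence 30 min after ONE-Glo addition; signal suppression marked inhibition of damage-induced ELG1 function.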
Mito fusion act: mitochondrial division inhibition or fusion activation | S. cerevisiae fusion-defective mutant growth rescue, CellTiterGlo 48 h | hit rate 0.23% among 320,000 | Potency, µM (series often up to 46.1 µM), without a hit: at the top dose growth rescue (activation), actives largely listed as activators;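 note: potency is the fitted concentration of half-maximal effect; % of control where 0% means no effect; nearly all actives have a fitted effect of over 45% in size; temperature-sensitive fusion mutants such as fzo1-1 at 37 °C on non-fermentable ethanol glycerol medium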
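Yeast fusion mutant, YPEG (non-fermentable carbon), compound, 48 h at 37C non-permissive; CellTiterGlo added, 10 min RT, luminescence read. Rescued growth = division inhibition.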
PKM2 act: activators of human pyruvate kinase M2; hit rate 0.34% among 260,000; AID 1631; P14618; purified PKM2, Kinase-Glo ATP luminescence, activation; response scale: 0% is enzyme alone, no compound; Potency, µM (titrated, usually from 57.5 µM), without a hit: top-dose activation, usual class: activators; note: potency is the fitted concentration of half-maximal effect; % is set by controls: 0 for no effect and ±100 for the full control effect; nearly all actives have a fitted effect of over 55% in size
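Purified hPK-M2 (>95%) run at intermediate activity with 0.1 mM ADP and 0.5 mM PEP in 50 mM imidazole pH 7.2, KCl, MgCl2; 1 h room temperature. ATP formed read by Kinase-Glo luminescence; normalized to uninhibited and no-enzyme controls.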
FLuc modulator: counter-screen for miR-21 project: firefly luciferase inhibitors or activators; P08659; purified FLuc, Km substrates, luminescence inhibition; Potency, µM (series often up to 57.5 µM), inactives show at the top dose activity change, negative = inhibition, usual class: inhibitors; hit rate 6.9% among 360,000; AID 588342;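 note: potency is the fitted concentration of half-maximal effect; plate controls were vehicle for no effect and reference inhibitor for full effect; nearly all actives have a fitted effect of over 55% in size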
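Purified P. pyralis luciferase, 10 nM final, with Km-level 10 uM D-luciferin and 10 uM ATP in 50 mM Tris acetate pH 7.5, 10 mM Mg acetate, 0.01% Tween-20, 0.05% BSA; 6-point qHTS titration about 60 µM downward; luminescence read.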
RORgamma inh: inhibitors of mouse ROR gamma transcriptional activity; P51450; Drosophila S2 Gal4-RORgamma UAS-luciferase reporter, 20 h; Potency, µM (titrated, usually from 53.6 µM), inactives show at the highest dose activity change, negative = inhibition, actives largely listed as inhibitors; hit rate 5.4% among 310,000; AID 2551; note: potency is the fitted concentration of half-maximal effect; % is set by controls: 0 for no effect and ±100 for the full control effect; nearly all actives have a fitted effect of over 60% in size
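A Gal4/UAS one-hybrid system in insect cells: metallothionein-promoter Gal4–ROR gamma fusion plus Photinus luciferase reporter. Copper sulfate 700 uM final, 20 hr ambient incubation, luminescent detection after 10 min with reagent.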
MBNL1-CUG inh: MBNL1-poly(CUG) RNA binding inhibition; Q9NR56; TR-FRET MBNL1-His/biotin-(CUG)12 binding, 665/545 ratio; Potency, µM (titrated, usually from 57.5 µM), for inactives: top-dose activity change, negative = inhibition, most hits filed as inhibitors; hit rate 0.036% among 280,000; active = well fitted inhibition curve with a large enough effect in the signal ratio, with a control signal flat, not every such curve was filed as active; inconclusive = small, poorly fitted or top-dose-only effect, or effect the other way, or a change in a side signal; inactive = no such curve, though single readings can be large or run the other way; the % refers to the signal ratio; note: potency is the fitted concentration of half-maximal effect; % is set by controls: 0 for no effect and ±100 for the full control effect
Target sequence (Q9NR56 whole entry, looked up): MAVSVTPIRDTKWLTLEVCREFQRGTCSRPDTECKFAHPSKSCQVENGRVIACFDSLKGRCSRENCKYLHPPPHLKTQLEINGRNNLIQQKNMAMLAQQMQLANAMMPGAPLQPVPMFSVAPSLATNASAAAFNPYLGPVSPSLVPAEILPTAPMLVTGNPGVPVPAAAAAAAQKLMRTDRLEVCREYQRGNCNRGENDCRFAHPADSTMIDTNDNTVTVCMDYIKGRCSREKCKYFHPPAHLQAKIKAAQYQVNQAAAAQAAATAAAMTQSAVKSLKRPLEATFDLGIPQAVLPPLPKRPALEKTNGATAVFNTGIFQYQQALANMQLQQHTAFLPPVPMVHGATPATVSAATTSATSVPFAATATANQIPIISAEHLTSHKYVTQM
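Inhibition of protein-RNA binding appears as loss of TR-FRET between terbium anti-His antibody on MBNL1-His and streptavidin-XL665 on biotin-(CUG)12. Activity is normalized to buffer-only and uninhibited-complex controls.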
NPC1 prom act: NPC1 promoter activation | Potency, µM (series often up to 9.22 µM), for the others: at the highest dose activation, hits mostly activators | hit rate 2.4% among 320,000 | Huh7 NPC1 promoter luciferase reporter, 24 h;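 note: potency is the fitted concentration of half-maximal effect; % of control where 0% means no effect; nearly all actives have a fitted effect of over 60% in size; reporter is driven by a mutant NPC1 promoter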
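Readout is luciferase luminescence, reflecting NPC1 promoter activation in stably transfected Huh7 cells after 24 h compound exposure at 37 °C in reduced-serum medium with 10% FBS.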
An asterisk follows results filed as active; ? = inconclusive; . = no result given; [ ] = another dose, or the depositor's remark. Unless noted, calls come from the whole dose curve; as a rule, active = well fitted curve in the direction sought with a large enough effect; inconclusive = small, poorly fitted or top-dose-only effect, or another doubt; inactive = no such curve, though single readings can be large; an effect the other way counts as inactive or inconclusive. The list is partial. The share of hits here may be higher or lower than overall.

SMILES	Rab9 prom act	Menin MLL FP TR	KCNH2 3.1 block	VP16 counter	ELG1 repair inh	Mito fusion act	PKM2 act	FLuc modulator	RORgamma inh	MBNL1-CUG inh	NPC1 prom act
Cc1ncc(CO)c(/C=N/NC(=O)c2cc(Br)ccc2O)c1O	15%	?	10	-8%	16µM*	-8%	-12%	?	-42%	-4%	-1%
O=C(O)c1cccc(NC(=O)c2cccc(S(=O)(=O)N3CCc4ccccc4C3)c2)c1	4%	?	13	-16%	10%	-2%	-6%	21µM*	7%	-3%	0%
Cc1ccc(-c2noc(-c3ccno3)n2)cc1	?	.	-4	0%	?	-6%	0%	?	6%	.	?
CN1CCN(CC(=O)Nc2nc3ccccc3s2)CC1	14%	-9%	-10	3%	?	-1%	0%	-1%	-1%	0%	-3%
Cn1cncc1C#Cc1ccc2cc(C(C)(C)O)oc(=O)c2c1	-1%	.	-8	.	21%	12%	.	-1%	.	.	11%
Cc1c(NC(=O)c2cccs2)cccc1NC(=O)c1cccs1	-3%	.	8	-8%	-15%	0%	-4%	-6%	-7%	-1%	5%
Cc1csc2nc(CSc3nc4ccccc4o3)c(Br)n12	2.5µM*	16%	-1	?	?	-5%	23%	8.5µM*	?	10%	3.5µM*
N#Cc1nc(-c2ccccc2)oc1N1CCC(C(N)=O)CC1	-3%	7%	-22	4%	-9%	1%	.	6%	-11%	13%	2%
COc1cccc(N2CCN(c3nc(C)cc(=O)[nH]3)CC2)c1	0%	13%	12	-2%	-7%	0%	-1%	-1%	-1%	-1%	0%
CCCCC(=O)N1CCCC(C(=O)OCC)C1 (stereo unspecified)	2%	.	-2	-1%	17%	0%	-4%	0%	1%	-2%	0%
COCCN(C(=O)COC(=O)CCc1c[nH]c2ccccc12)c1c(N)n(Cc2ccccc2)c(=O)[nH]c1=O	1%	.	16	.	0%	-3%	.	4%	.	.	-2%
COc1ccccc1CNC(=O)c1cnc2sccn2c1=O	-2%	0%	9	-6%	-2%	3%	10%	-7%	6%	-3%	-1%

Reformatted: entries from further up.
| mol | Rab9 prom act | Menin MLL FP TR | KCNH2 3.1 block | VP16 counter | ELG1 repair inh | Mito fusion act | PKM2 act | FLuc modulator | RORgamma inh | MBNL1-CUG inh | NPC1 prom act |
| --- | --- | --- | --- | --- | --- | --- | --- | --- | --- | --- | --- |
| CN1CCN(CC(=O)Nc2nc3ccccc3s2)CC1 | 14% | -9% | -10 | 3% | ? | -1% | 0% | -1% | -1% | 0% | -3% |
| Cn1cncc1C#Cc1ccc2cc(C(C)(C)O)oc(=O)c2c1 | -1% | . | -8 | . | 21% | 12% | . | -1% | . | . | 11% |
| Cc1c(NC(=O)c2cccs2)cccc1NC(=O)c1cccs1 | -3% | . | 8 | -8% | -15% | 0% | -4% | -6% | -7% | -1% | 5% |
| Cc1csc2nc(CSc3nc4ccccc4o3)c(Br)n12 | 2.5µM* | 16% | -1 | ? | ? | -5% | 23% | 8.5µM* | ? | 10% | 3.5µM* |
| N#Cc1nc(-c2ccccc2)oc1N1CCC(C(N)=O)CC1 | -3% | 7% | -22 | 4% | -9% | 1% | . | 6% | -11% | 13% | 2% |
| COc1cccc(N2CCN(c3nc(C)cc(=O)[nH]3)CC2)c1 | 0% | 13% | 12 | -2% | -7% | 0% | -1% | -1% | -1% | -1% | 0% |
| CCCCC(=O)N1CCCC(C(=O)OCC)C1 (stereo unspecified) | 2% | . | -2 | -1% | 17% | 0% | -4% | 0% | 1% | -2% | 0% |

The list goes on.
SMILES	Rab9 prom act	Menin MLL FP TR	KCNH2 3.1 block	VP16 counter	ELG1 repair inh	Mito fusion act	PKM2 act	FLuc modulator	RORgamma inh	MBNL1-CUG inh	NPC1 prom act
CCOC(=O)c1ccc(NC(=O)CN2C(=O)NC3(CCCCCCC3)C2=O)cc1	-2%	.	-17	.	8%	-6%	.	?	.	.	12%
CCN(CC)c1ccc2c(C)c(CN3CCOCC3)c(=O)oc2c1	4%	?	3	4%	-25%	2%	0%	-16%	24%	?	-6%
COc1cc(C(=O)OCC(=O)NC2CCS(=O)(=O)C2)c([N+](=O)[O-])cc1OC (stereo unspecified)	-9%	0%	-5	8%	16%	0%	-4%	-1%	-2%	?	0%
N#Cc1ccc(CN2CCN(C(=O)CNS(=O)(=O)c3ccc4c(c3)OCCCO4)CC2)cc1	-6%	.	-16	.	-2%	0%	.	-1%	.	.	-2%
CC1CCCC(C)N1C(=O)Cn1c(SCC(=O)NCc2ccc3c(c2)OCO3)nc2ccccc21 (stereo unspecified)	0%	-13%	-3	-1%	7%	-6%	1%	5%	32%	2%	5%
CC/C(=N\NC(=O)C1CCCC1)c1ccc(Br)cc1	9%	-19%	3	-16%	8%	-2%	2%	1%	-13%	-5%	-1%
NC(=O)c1ccccc1OCc1nnc(-c2ccccc2Br)o1	?	1%	-6	?	0%	17%	-2%	?	-3%	-10%	23%
C/C(=N\OCC(=O)OC(C)C(=O)Nc1ccc(C(N)=O)cc1)c1ccc2c(c1)OCO2 (stereo unspecified)	5%	1%	4	1%	11%	1%	-4%	-18%	11%	-6%	-3%
Nc1ncnc(Sc2ccccc2)c1[N+](=O)[O-]	-1%	3%	-32	?	?	0%	1%	2%	10µM*	?	-1%
CCN(CC(=O)Nc1ccc(OC)cc1)C(=O)CCS(=O)(=O)c1ccc(C)cc1	9%	-9%	-13	2%	-1%	0%	-4%	4%	21%	1%	0%
COc1ccc(/C=C/C(=O)O/N=C(\N)c2ccccc2)cc1OC	?	8%	-4	-4%	?	9%	1%	17µM*	18%	?	?
O=C(CC(=O)c1ccccc1)Nc1ccc2c(c1)OCCO2	1.4µM*	-26%	-10	3%	?	2%	3%	6.7µM*	29%	5%	2.5µM*
CC(C)N(Cc1ccccc1)C(=O)COC(=O)c1ccccc1SCC(=O)N1CCCC1	-6%	.	12	.	?	5%	.	1%	.	.	0%
CC(C)OC(=O)c1c(NC(=O)c2cnn3c2NC(c2ccccc2)CC3C(F)(F)F)sc2c1CCCC2 (stereo unspecified)	2%	-14%	4	5%	-2%	-2%	-4%	-1%	3%	-3%	-4%
OCCN(CC#CCn1c2ccccc2c2ccccc21)CCO	0%	.	2	2%	0%	-15%	1%	-7%	2%	5%	-4%
O=C(c1ccco1)N1CCN(C(=O)c2cc(-c3ccc(F)cc3)no2)CC1	-3%	.	30	-4%	0%	-1%	.	-1%	6%	-6%	2%
Cc1cc(C)n(-c2nc3c(c(=O)[nH]c(=O)n3C)n2Cc2ccccc2)n1	4%	-1%	13	-7%	?	2%	1%	-1%	-8%	-4%	0%
COc1ccc2c(C)cc(SCC(=O)Nc3cccnc3Cl)nc2c1	0%	?	32	-1%	-8%	0%	-2%	0%	-21%	12%	2%
O=C(CSc1nnc(-c2ccncc2)n1Cc1ccco1)N1c2ccccc2Sc2ccc(Cl)cc21	-5%	-7%	-43	-16%	23µM*	0%	7%	2%	?	-8%	-13%
Cn1c(=O)[nH]c(=O)c2c1nc(N1CCN(c3cccc(Cl)c3)CC1)n2CCCc1ccccc1	-3%	-18%	.	.	?	9%	-6%	-1%	-12%[0.365 µM]	-1%	-3%
COC(=O)CSc1nnc(-c2ccco2)n1Cc1ccco1	5%	-14%	0	-9%	?	0%	-6%	-4%	2%	-14%	11%
Cc1ccc(NC(=O)/C=C\C(=O)O)c([N+](=O)[O-])c1	1%	4%	4	7%	21%	-2%	-7%	-2%	-16%	?	1%
COc1ccc(C2CCN(CC(=O)N(C)C)CC2O)cc1 (stereo unspecified)	1%	-14%	3	-12%	3%	0%	-3%	1%	1%	3%	-7%
Cc1cc(C)cc(C(=O)NCC(=O)OCC(=O)Nc2ccc(C)cc2Br)c1	5%	-14%	15	9%	11%	0%	-5%	-18%	34%	-9%	-4%
Cc1c(Cl)cccc1NC(=S)N1CCOCC1	-2%	-7%	23	1%	19%	0%	-13%	0%	-31%	?	1%
